NR3A LBD binder: NR3A (human) ligand-binding domain modulation; NR3A LBD differential scanning fluorimetry, Tm shift; 0% = protein alone, 100% = glycine-bound protein; Tm shift relative to glycine control, % at 25 µM; hit rate 2.5% among 340,000;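 active = melting temperature shift of at least 10% of the positive control shift, at one fixed dose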
MPTP block: blocks calcium-induced mitochondrial swelling; isolated mouse mitochondria, Ca2+ swelling absorbance, 30 min; inhibition, % at 10 µM; hit rate 1.4% among 360,000; AID 602449;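 active = inhibition of 50% or more, scaled per plate between neutral and stimulator controls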;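 note: 0% = DMSO wells given calcium and 100% = 1 mM EGTA wells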
The depositor's hits bear a star. This is a subset, so the mix of outcomes need not match the whole.

compound,MPTP block,NR3A LBD binder
CC(=O)Oc1ccc(C2=Cc3ccc(OC(C)=O)cc3OC2C)cc1 (stereo unspecified),0.4,-3.2
CC(C)C[C@@H](CN1CCCC1CN1C(=S)NC[C@@H]1Cc1ccc(O)cc1)N1C[C@H](Cc2ccccc2)N(CCc2ccccc2)C1=S (stereo partly specified),-0.2,9.2
Cc1cc(C(=O)C(C(c2ccccc2)N2CCOCC2)N2CCOCC2)ccc1Cl (stereo unspecified),0.1,-2.1
CCOC(=O)c1cc(C(C)C)sc1NC(=O)COC(=O)CCS(=O)(=O)c1ccccc1,2.2,-2.8
O=C1c2ccccc2C(=O)N1N(c1ccccc1)c1ccccc1,1.2,16.3*
S=c1sscc1-c1ccccc1,-1.7,0.5
COc1ccc(CCC(=O)Nc2ccc(N3CCOCC3)c(S(=O)(=O)Nc3ccc(OC)cc3)c2)cc1,-0.2,-1.2
Clc1ccccc1N=Nc1ccccn1,-0.2,12.6*
CN(C(=O)C=Cc1ccco1)c1ccccc1,-0.7,1.9
CCN(CC)c1ccc(NC2=C(Cl)C(=O)c3ccccc3C2=O)cc1,4.1,-1.4
N#CC(c1ccc([N+](=O)[O-])cc1)C(CC(=O)c1ccccc1)c1ccccc1 (stereo unspecified),1.1,-0.8
Oc1ccc(Nc2ccc3ccccc3c2)cc1,3.6,3.8
O=[N+]([O-])c1cccc(COc2cccc(CN3CCCC3)c2)c1,1.6,1.2
CCCCn1c(N)c(N(CC(C)C)C(=O)c2cc(Br)c(Br)s2)c(=O)[nH]c1=O,1.2,1.5
CCOc1ccc(C=NNC(=O)c2cccc3ccccc23)cc1OCC,0.5,-1.6
Fc1cccc(F)c1[B-](F)(F)F,-2.3,-0.5
O=C(NCc1ccccc1)c1cc(=O)nc2sc(-c3ccccc3)nn12,-1.1,-1.1
CN1C(c2ccc(F)cc2)=CS/C1=C(/C#N)c1nnc2n1-c1ccccc1SC2,-1.0,-3.4
OC(CCCN1CCCCC1)(c1ccccc1)c1ccc(C(F)(F)F)cc1 (stereo unspecified),1.6,-2.6
O=C(/C=C/c1ccccc1)c1ccc2ccccc2c1,0.6,-8.5
C[C@@H]1CN[C@@H](CCO)/C1=C\c1ccccc1,6.1,-2.8
CC(C)(O)CN(C(=O)c1ccc([N+](=O)[O-])cc1)C1CCCC1,0.0,0.3
O=S(=O)(NC(CO)Cc1ccccc1)c1cc(Cl)ccc1F (stereo unspecified),1.1,1.7
O=C(CNC(=O)c1ccco1)Nc1ccc(OC(F)F)cc1,-0.6,-1.8
CC(=O)Nc1ccc2c(O)cc(S(=O)(=O)O)cc2c1,-0.2,2.0
CN(C)c1ccc(C(C(=O)NCc2ccccc2)N(Cc2ccco2)C(=O)c2snc(C(N)=O)c2N)cc1 (stereo unspecified),2.2,1.2
CCCCn1c(N)c(N(CC(C)C)C(=O)c2ccc(OC)c(S(=O)(=O)N3CCOCC3)c2)c(=O)[nH]c1=O,-0.6,0.1
Cc1cccc(N2CCN(C(=S)c3ccc4c(c3)OCO4)CC2)c1,-3.7,-0.2
COc1cc2c(cc1OC)C(Cc1ccccc1[N+](=O)[O-])=NCC2,-1.9,-1.6
Nc1c(N(CCCO)C(=O)CCCN2C(=O)c3cccc4cccc(c34)C2=O)c(=O)[nH]c(=O)n1Cc1ccccc1,-0.6,-0.3
COc1ccc2nc3ccccc3[n+]([O-])c2c1,-3.0,2.1
O=C(COC(=O)c1n[nH]c2ccccc12)Nc1cccc(S(=O)(=O)N2CCOCC2)c1,1.2,3.6
O=c1cc(-c2ccccc2)[nH]n1-c1ccccc1,2.5,3.4
NC(=S)NN=C1CCCC(C(F)(F)F)C1 (stereo unspecified),0.7,1.0
OC(COc1cccc2ccccc12)CN1CCOCC1 (stereo unspecified),-0.2,-0.6
COc1ccccc1C(=O)NNC(=O)c1ccc(NC(=O)C(C)C)cc1,-0.6,-0.4
CCc1nc(SCC(=O)Nc2nnc(C(C)C)s2)n[nH]1,-2.2,2.8
COc1ccc(Nc2nnc(SCC(=O)Nc3cc(C)on3)s2)cc1,1.0,1.5
Nc1ccn(C2OC(COC(=O)C34CC5CC(CC(C5)C3)C4)C(O)C2O)c(=O)n1 (stereo unspecified),1.0,-1.4
CCOC(=O)c1c(NC(=O)COC(=O)CCCOc2ccc(OC)cc2)sc(C(=O)N(C)C)c1C,-0.1,-2.2
COc1ccc(N(CC(=O)NCc2ccc3c(c2)OCO3)S(=O)(=O)c2ccc(O)c(C(=O)O)c2)cc1,0.4,-3.9
Cc1ccc(S(=O)(=O)N2CCN(C(=O)COC(=O)Cc3c(F)cccc3Cl)CC2)c(C)c1,-0.3,-0.2
COc1ccc(OC)c(C2C/C(=N/O)C(C)C(c3cc(OC)ccc3OC)N2)c1 (stereo unspecified),0.4,-0.7
Cc1cccc(OCC(=O)Nc2ccccc2-c2ccccc2)c1,0.7,7.9
O=C1Nc2ccccc2C1=Nc1ccccc1-c1ccccc1,-1.2,-0.2
N#CC1(c2cccc(Br)c2)C(=O)Nc2ccccc21 (stereo unspecified),0.7,1.4
O=c1[nH]c(=O)c2[nH]c(=S)n(-c3ccccc3)c2[nH]1,-1.1,1.9
CCC(C)(C)c1ccc(OCCCC[n+]2cccc(C)c2)c(C(C)(C)CC)c1,27.8,-7.1
Cc1nc2ccc(N)nc2nc1C,0.3,0.5
CN(C(=O)c1cccc(NC(=O)Cc2ccc(NC(=O)C3CCN(C(=O)c4ccccc4)CC3)cc2)c1)C1CCC1,6.6,0.9
COc1ccc(/C(O)=C2\C(=O)C(=O)N(CCN3CCOCC3)C2c2ccccc2OC)cc1 (stereo unspecified),0.2,-2.5
CC1CC(C)C(=NNC(N)=O)C(C(O)CC2CCC(=O)NC2=O)C1 (stereo unspecified),-1.0,-8.7
COc1ccc2c(c1)C(C)=CC(C)(C)N2S(=O)(=O)c1ccc(Br)cc1,5.1,-0.4
Cc1ccc(-c2csc(/C=C3/SC(C)C(=O)N3CC(=O)Nc3ccccc3F)n2)cc1 (stereo unspecified),2.4,8.1
Cc1ccc(-c2csc(NC(=O)CSc3nc4ccccc4[nH]3)n2)cc1,48.0,20.5*
CC1CCCCC1NC(=O)CN1C(=O)c2cccc(N)c2C1=O (stereo unspecified),3.4,-0.4
COc1cccc(C(CC(=O)NCC2CCCO2)NS(=O)(=O)c2ccc(C)cc2)c1OC (stereo unspecified),-0.1,-0.6
COc1ccc(CCNS(=O)(=O)c2ccc(Br)s2)cc1,0.6,-2.3
Cc1nc2c(=O)[nH]c(=S)[nH]c2[nH]c1=O,-1.7,0.6
COc1ccc(Cn2nnnc2C(c2ccccc2Cl)N2CCN(C)CC2)cc1 (stereo unspecified),0.6,-2.5

A second format for some results above:
Below each compound – MPTP block	NR3A LBD binder
- Fc1cccc(F)c1[B-](F)(F)F
 : -2.3	-0.5
- O=C(NCc1ccccc1)c1cc(=O)nc2sc(-c3ccccc3)nn12
 : -1.1	-1.1
- CN1C(c2ccc(F)cc2)=CS/C1=C(/C#N)c1nnc2n1-c1ccccc1SC2
 : -1.0	-3.4
- OC(CCCN1CCCCC1)(c1ccccc1)c1ccc(C(F)(F)F)cc1 (stereo unspecified)
 : 1.6	-2.6
- O=C(/C=C/c1ccccc1)c1ccc2ccccc2c1
 : 0.6	-8.5
- C[C@@H]1CN[C@@H](CCO)/C1=C\c1ccccc1
 : 6.1	-2.8
- CC(C)(O)CN(C(=O)c1ccc([N+](=O)[O-])cc1)C1CCCC1
 : 0.0	0.3

More records follow:
compound,MPTP block,NR3A LBD binder
CCCCN1CC(COCc2ccccc2)Oc2cc(Br)ccc2S1(=O)=O (stereo unspecified),-1.3,3.8
CCCCCC(O)CCCC(=O)O (stereo unspecified),-0.2,-0.5
COc1ccc(CCNC(=O)Cc2cc3c(cc2[N+](=O)[O-])OCO3)cc1OC,0.3,-0.2
COc1ccc2c(c1)N(C[C@H](C)CN(C)C)c1ccccc1S2,67.2*,3.1
COc1ccc(C2=Nc3ccccc3C2(O)CCN2C(=O)c3ccccc3C2=O)cc1 (stereo unspecified),3.4,-1.7
COc1ccc(CNC(=O)COC(=O)C2=Cc3ccccc3OC2)cc1,0.6,-1.3
CC(=C1SC(=S)NC1=O)c1ccccc1,0.9,-1.6
Cc1noc(C)c1COc1ccccc1C(=O)NC(C)c1ccc(F)cc1 (stereo unspecified),1.0,0.2
O=[N+]([O-])c1cc(Br)ccc1NS(=O)(=O)c1ccccc1,40.5,-17.2
COCCNCC(=O)Nc1nc(C)cs1,3.2,-2.0
CS(=O)(=O)N1CCCCC1CCN1CCCCC1 (stereo unspecified),0.5,-0.2
CCOC(=O)C1(Cc2ccccc2)CCCCCC1=O (stereo unspecified),-0.2,0.3
CCOc1ccccc1CNc1ccc(O)cc1,-0.5,-3.6
CC(C)Cc1ccc(C(C)/C=C2/CCC(CN3CCCCC3)C2=O)cc1 (stereo unspecified),-2.3,1.0
CC(=O)C1=C(C)N=c2s/c(=C/c3ccc4c(c3)OCO4)c(=O)n2C1c1ccc(N(C)C)cc1 (stereo unspecified),4.1,0.1
COc1ccc(CN2C(=O)c3ccccc3C2C(=O)NC2CCCCCC2)c(OC)c1 (stereo unspecified),1.3,-0.8
Cc1nc(N)[nH]c(=O)c1CCCNc1ccc([N+](=O)[O-])cc1,-1.0,-1.6
NC(=O)C1=C(c2ccccc2)c2ccccc2C1=O,-0.8,-0.5
Cc1ccccc1Cn1nc(C)c(NC(=O)c2cc3nc(-c4ccco4)cc(C(F)(F)F)n3n2)c1C,-11.3,-0.2
N#CC1=CC2CN(Cc3ccccc3)C1C1C(=O)N(c3ccccc3)C(=O)C21 (stereo unspecified),-0.4,-2.8
O=C(Cc1ccccc1)NN=C1CCCC1,-0.9,-0.5
CN(C)c1ccnc(Oc2ccccc2)c1C#N,-0.8,-0.5
c1ccc2oc(-c3ccc(Nc4nc(N5CCOCC5)nc(N5CCOCC5)n4)cc3)nc2c1,0.5,0.7
O=C(CN(Cc1ccco1)C(=O)c1cccc(F)c1)Nc1ccccc1C(F)(F)F,0.1,-0.2
Cc1ccc2nc(/C(C#N)=C/c3ccc(-c4cccc([N+](=O)[O-])c4)o3)[nH]c2c1,9.3,13.3*
COc1ccc(Cc2ccccc2C(=O)O)cc1,0.4,-0.2
O=S(=O)(c1cccc2nsnc12)N1CCc2ccccc21,-1.4,-1.2
O=C(Cc1ccc(NC(=O)C2CCCN(C(=O)C3CCC3)C2)cc1)Nc1cccc(C(=O)N2CCCCC2)c1 (stereo unspecified),-0.7,0.2
O=C1c2ccccc2C(=O)N1c1ncc(Cc2ccc(Cl)cc2)s1,1.0,5.2
O=c1[nH]cnc(CN2CCCCC2)c1O,-4.2,1.0
O=C1NNC(c2ccccc2)=N/C1=C\c1ccccc1Cl,3.2,-3.8
Cc1c(N/N=C(\C#N)C(=O)c2ccccc2)c(=O)n(-c2ccccc2)n1C,-1.7,-5.4
c1ccc(CCNCc2ccco2)nc1,1.0,1.8
CCn1c(N)cc(=O)[nH]c1=S,-0.8,1.0
C[C@H](O)[C@@H]1C(=O)N2CCc3ccc(N4CCOCC4)cc3[C@@H]2C[C@@H]1N(C)C(=O)C(C)(C)C,-0.4,-1.1
O=C(Sc1n[nH]c(=O)[nH]c1=O)c1ccccc1,-2.6,-0.1
COc1cc(C(=O)N2CCN(S(=O)(=O)c3cc(C)ccc3C)CC2)ccc1OCC(=O)N1CCOCC1,0.4,0.2
C=C(C)C1CC=C(C)C(=NNC(=O)c2ccncc2)C1 (stereo unspecified),-1.3,11.2*
O=S(=O)(Nc1nc2ccccc2nc1N1CCN(c2ccccn2)CC1)c1ccc(Cl)cc1,41.8,2.2
CN(CCc1ccccc1)C(=O)c1ccc(NC(=O)Cc2cccc(NC(=O)C3CCN(C(=O)C4CCCC4)CC3)c2)cc1,0.8,-4.0
Cc1noc(NS(=O)(=O)c2ccc(NC(=O)c3ccccc3NS(=O)(=O)c3ccc(F)c(F)c3)cc2)c1C,0.8,7.6
CC(=O)c1c(O)cc(O)cc1O,-0.5,-5.6
CC(C)CN(C(=O)COC(=O)c1cc(=O)[nH]c2ccccc12)c1c(N)n(Cc2ccccc2)c(=O)[nH]c1=O,-0.3,0.1
Cc1ccc2[nH]c(=O)c(CN(CCN3CCOCC3)C(=O)Nc3ccccc3F)cc2c1,2.1,-0.7
CCOc1ccccc1C=NN=Cc1ccccc1O,2.5,-18.1
Cc1cc(-c2n[nH]c(=S)n2/N=C/C(Br)=C/c2ccccc2)n[nH]1,1.2,-8.4
O=C(CNc1ccc2ccccc2c1)N/N=C/c1cc2ccccc2nc1Cl,1.7,0.9
Oc1ccccc1C=NN=CC=Cc1ccccc1,-1.8,1.3
Cc1ccc(S(=O)(=O)NCC(=O)NC2CCCC2)cc1,-1.0,-0.1

Compound activity (PubChem BioAssay)
